Growth percent in the NCI-60 one-dose screen (48 h, 10 µM unless noted): 100 = growth as untreated, 0 = no growth, -100 = all killed.
CAKI-1 = CAKI-1 renal cancer; 4.7% of 75,000 active; AID 1794772
NCI-H460 = NCI-H460 lung cancer. 6.8% of 82,000 active
RXF 393 = RXF 393 renal cancer cells; 6.9% of 77,000 active
ACHN = ACHN renal cancer; 4.9% of 81,000 active; AID 1794771
NCI/ADR-RES = NCI/ADR-RES ovarian cells. 4.4% of 81,000 active. AID 1794790
A498 = A498 renal cancer cells. AID 1794774. 5.4% of 76,000 active
NCI-H522 = NCI-H522 lung cancer | 8% of 78,000 active
NCI-H226 = NCI-H226 lung cancer. 3.5% of 79,000 active
NCI-H23 = NCI-H23 lung cancer. AID 1794731. 4% of 80,000 active
* marks the source's active call; other numbers are inactive results; / = no result given; [ ] = dose if it differs, or a comment. How the source made its calls: active means growth percent below 10; inactive means the rest.

Abbreviations: A = CAKI-1; B = NCI-H460; C = RXF 393; D = ACHN; E = NCI/ADR-RES; F = A498; G = NCI-H522; H = NCI-H226; I = NCI-H23
> Cc1ccc(C(C)(C)CC(C)(C)CC(C)(C)C)cc1CSSSSCc1cc(C(C)(C)CC(C)(C)CC(C)(C)C)ccc1C
  A = 100	B = 114	C = 107	D = 105	E = 101	F = 123	G = 103	H = 102	I = 101
> CN1C(=S)N(C)C2C1NC(=O)N2/N=C/C=C/c1ccccc1 (stereo not given)
  A = 94	B = 99	C = 98	D = 99	E = 97	F = 82	G = 97	H = 94	I = 89
> CC(C)(C#N)N1CCN(c2ccccc2Cl)CC1
  A = 94	B = 104	C = 118	D = 109	E = 99	F = /	G = 91	H = 103	I = 99
> Nc1ccccc1NC(=O)c1ccc(CN2CCC/C(=C\c3cccc(Cl)c3)C2=O)cc1
  A = /	B = 7.7*	C = 21	D = 6.0*	E = 5.0*	F = -11*	G = -32*	H = 40	I = 21
> Oc1ccc(/C=N/Nc2nnc(N/N=C/c3ccc(O)cc3O)c3ccccc23)c(O)c1
  A = /	B = -34*	C = /	D = -3.2*	E = -11*	F = -61*	G = -45*	H = -40*	I = -59*
> CN(C)C1=NC(=O)C(c2c[nH]c3ccccc23)=N1
  A = 76	B = 102	C = 86	D = 96	E = 95	F = 119	G = 92	H = 87	I = 86
> Nc1c(C(=O)Nc2c(Cl)cccc2Cl)sc2nc3c(cc12)C(=O)CCC3
  A = 42	B = 13	C = 24	D = 51	E = 17	F = 2.0*	G = 6.6*	H = 71	I = 49
> CCc1nn(CCCN2CCN(c3cccc(Cl)c3)CC2)c(=O)n1CCOc1ccccc1
  A = 72	B = 92	C = 83	D = 90	E = 65	F = 72	G = /	H = 78	I = 69
> C=C1C(=O)O[C@H]2[C@H]1CC/C(COC(=O)/C=C\C(=O)NCc1ccc(Cn3c(=O)sn(-c4ccc(C#N)cc4)c3=O)cc1)=C\CC[C@@]1(C)O[C@@H]21
  A = -69*	B = -69*	C = /	D = -100*	E = 0.2*	F = -8.8*	G = -48*	H = -70*	I = -80*
> CCOC(=O)C1=C(c2ccccc2)N=c2s/c(=C/c3ccc(Br)cc3)c(=O)n2C1c1ccc(O)c(OC)c1 (stereo not given)
  A = 53	B = 92	C = 86	D = 96	E = 97	F = 53	G = 84	H = 94	I = 97
> Cc1occc1-c1nnc(SCC(=O)Nc2ncc(Cc3ccccc3)s2)n1N1C(=O)CSC1=S
  A = 70	B = 100	C = 92	D = 93	E = 99	F = 87	G = 82	H = 99	I = 100
> CC(C)OC(=O)c1ccc2n1CCc1cnc(N)nc1-2
  A = 88	B = 106	C = 91	D = 89	E = 101	F = 73	G = 92	H = 80	I = 103
> O=C(NCc1ccccc1)/C(=C\c1ccccc1)CC(=O)c1ccc(Cl)c(Cl)c1
  A = 91[5.5 µM]	B = 104[5.5 µM]	C = 90[5.5 µM]	D = 97[5.5 µM]	E = 88[5.5 µM]	F = 102[5.5 µM]	G = 82[5.5 µM]	H = 85[5.5 µM]	I = 86[5.5 µM]
> COc1ccc(OC)c(/C=C/C(=O)C2=NN(c3ccc(Cl)cc3)[C@H](c3cc(OC)ccc3OC)CC2=O)c1
  A = 97	B = 108	C = 96	D = 104	E = 102	F = /	G = 99	H = 95	I = 100
> O=c1[nH][nH]c(=O)c2nc(Nc3ccccc3)ncc12
  A = 85	B = 105	C = 114	D = 102	E = 99	F = /	G = 109	H = 100	I = 98
> O=c1nc2n(nc1/C=C/c1ccco1)CC(c1ccc(Cl)cc1)=NN2
  A = 94	B = 108	C = /	D = 122	E = 100	F = 107	G = 79	H = 100	I = 93
> COc1ccc(Br)c([N+](=O)[O-])c1
  A = 96	B = 104	C = 101	D = 107	E = 111	F = 89	G = 97	H = 93	I = 101
> CC(C)(C)C(=O)/C=C/c1cccc(Oc2ccccc2)c1
  A = 94	B = 104	C = 92	D = 97	E = 93	F = 88	G = 77	H = 98	I = 92
> COc1ccc(-c2c(C#N)c(N)n(Cc3nc4ccccc4[nH]3)c(=O)c2C#N)c(OC)c1
  A = 72	B = 96	C = 102	D = 91	E = 91	F = 112	G = 84	H = 90	I = 90
> COc1ccc(C2C(C#N)=C(N)Oc3c2c(N)nn3-c2ccccc2)cc1 (stereo not given)
  A = 85	B = 101	C = 101	D = 90	E = 100	F = 88	G = 86	H = 90	I = 98
> O=c1[nH]cnc2c1C(c1ccc(O)cc1)c1sc3c(F)cccc3c1O2 (stereo not given)
  A = 76	B = 88	C = 105	D = 87	E = 100	F = 118	G = 82	H = 82	I = 89
> Cc1cc2nc3c4ccccc4n(CC[N+](C)(C)[O-])c3nc2cc1C
  A = 90	B = 102	C = 113	D = 98	E = 103	F = /	G = 101	H = 92	I = /
> N#CCCN(CCC#N)Cc1cc(-c2ccccc2)ccc1O
  A = 93	B = 105	C = 106	D = 121	E = 91	F = /	G = 89	H = 86	I = 91
> CC(C)n1cnc2c(Nc3cccc(Cl)c3)nc(N[C@H]3CCCC[C@@H]3N)nc21
  A = 50	B = 46	C = 53	D = 30	E = 61	F = 95	G = 39	H = 69	I = 62
> Cn1c(=O)c2[nH]c(N/N=C/c3ccccc3Br)nc2n(C)c1=O
  A = 93	B = 110	C = 121	D = 105	E = 104	F = 93	G = 90	H = 110	I = 107
> CCN(CC)Cc1cc(C(C)(C)C)cc(-c2ccccc2)c1O
  A = 87	B = 105	C = 96	D = 112	E = 97	F = 91	G = 98	H = 97	I = 101
> CCOC(=O)C(CS(N)(=O)=O)NC(=O)OCc1ccccc1 (stereo not given)
  A = 94	B = 105	C = 112	D = 107	E = 102	F = 97	G = 88	H = 98	I = 99
> CC(C)OC(=O)c1ccc2n1CCCc1cnc(NC3CCCCC3)nc1-2
  A = 91	B = 105	C = 109	D = 104	E = 97	F = 72	G = 85	H = 97	I = 89
> O=C(CN1CCOCC1)Nc1cccc(-c2cc3ccccc3[nH]2)c1
  A = /	B = 101	C = 105	D = 102	E = 95	F = 81	G = 83	H = 80	I = 91
> C=C1NC(=O)[C@H]2CSC[C@H]3NC(=O)[C@@H](CSC(C)[C@@H](NC(=S)[C@H](Cc4cnc[nH]4)NC(=O)c4csc([C@H](C)NC(C)=O)n4)C(=O)N[C@H](C[C@H](C)C(=O)NC(=O)C[C@@H](C(=O)O)NC(=O)[C@H](C)NC3=O)C(=O)N2)NC(=O)[C@@H]2CCCN2C(=O)[C@@H](CC(C)C)NC1=O (stereo not given in full)
  A = 24	B = 65	C = 79	D = 13	E = 76	F = /	G = 50	H = 15	I = /

Single records (already shown). Order of screens: CAKI-1 | NCI-H460 | RXF 393 | ACHN | NCI/ADR-RES | A498 | NCI-H522 | NCI-H226 | NCI-H23
CCOC(=O)C1=C(c2ccccc2)N=c2s/c(=C/c3ccc(Br)cc3)c(=O)n2C1c1ccc(O)c(OC)c1 (stereo not given) is entered as 53 | 92 | 86 | 96 | 97 | 53 | 84 | 94 | 97
Cc1ccc(C(C)(C)CC(C)(C)CC(C)(C)C)cc1CSSSSCc1cc(C(C)(C)CC(C)(C)CC(C)(C)C)ccc1C is entered as 100 | 114 | 107 | 105 | 101 | 123 | 103 | 102 | 101
Oc1ccc(/C=N/Nc2nnc(N/N=C/c3ccc(O)cc3O)c3ccccc23)c(O)c1 is entered as / | -34* | / | -3.2* | -11* | -61* | -45* | -40* | -59*
O=c1nc2n(nc1/C=C/c1ccco1)CC(c1ccc(Cl)cc1)=NN2 is entered as 94 | 108 | / | 122 | 100 | 107 | 79 | 100 | 93

Next section.
Abbreviations: A = CAKI-1; B = NCI-H460; C = RXF 393; D = ACHN; E = NCI/ADR-RES; F = A498; G = NCI-H522; H = NCI-H226; I = NCI-H23
> COc1ccc(CNc2ccccn2)cc1
  A = 85	B = 97	C = 87	D = 103	E = 106	F = 130	G = 96	H = 95	I = 117
> CC(C)/C=C/CC[C@](C)(O)[C@H]1CC[C@]2(C)[C@@H]1CC[C@@H]1[C@@]3(C)C/C(=C/c4cc(C(F)(F)F)cc(C(F)(F)F)c4)C(=O)C(C)(C)[C@@H]3CC[C@]12C
  A = 65	B = 99	C = 108	D = 105	E = 99	F = 95	G = 108	H = 100	I = 95
> CC(=O)/C(=C/c1ccc([N+](=O)[O-])cc1)C(=O)c1ccccc1
  A = 96	B = 107	C = 74	D = 84	E = 84	F = 112	G = 52	H = 82	I = 88
> C#CCOc1cc(N(CC)CC)ccc1C(C(=O)NC(C)(C)C)N(C(=O)C1CCc2cc(F)ccc2O1)c1ccccc1 (stereo not given)
  A = 89	B = 103	C = 105	D = 94	E = 102	F = 111	G = 87	H = 88	I = /
> Cc1cc2c(cc1C)/C(=N/c1n[nH]c(=S)s1)C(=O)N2
  A = 84	B = 96	C = 108	D = 96	E = 101	F = 88	G = 98	H = 105	I = 103
> C/C(=N/NC(N)=S)c1sc(Nc2ccc(F)cc2)nc1C
  A = 80	B = 103	C = 91	D = 91	E = 94	F = /	G = 64	H = 111	I = 96
> O=C(Nc1ccc2c(C(F)(F)F)cc(C(F)(F)F)nc2n1)c1ccccc1
  A = 95	B = 108	C = /	D = 101	E = 99	F = 117	G = 91	H = 92	I = 97
> COc1ccc(C2CC(=O)Nc3ncn(-c4ccc(F)cc4)c32)cc1 (stereo not given)
  A = 97	B = 106	C = /	D = 104	E = 99	F = /	G = 53	H = 101	I = 95
> CC(=O)c1ccc2c(ccc3ccccc32)c1
  A = 107	B = 101	C = /	D = 110	E = 108	F = 93	G = 93	H = 94	I = 102
> N#C/C(=C/c1ccc2c(c1)OCO2)C(=O)c1ccccc1
  A = 97	B = 103	C = 104	D = 101	E = 102	F = 90	G = 89	H = 101	I = 99
> CN1c2ccccc2S(=O)(=O)n2nc(CSc3nc4ccccc4s3)nc21
  A = 79	B = 79	C = 112	D = 91	E = 99	F = 108	G = 105	H = 99	I = 97
> c1ccc(C2NCCNC2c2ccccc2)cc1 (stereo not given)
  A = 98	B = 109	C = 120	D = 108	E = 109	F = 81	G = /	H = 99	I = 103
> CNC(=O)c1cncc(Cn2nc(C)c(NC(=O)c3ccc(COc4ccc(C(F)(F)F)cc4C)cc3)c2C)c1
  A = 60	B = 62	C = 84	D = 62	E = 96	F = /	G = 49	H = 58	I = 49
> COc1ccc(OC)c(Nc2n[nH]c(-c3ccccc3)n2)c1
  A = /	B = 105	C = 114	D = 107	E = 104	F = 100	G = 96	H = 104	I = 93
> CSc1ccc(-c2cc(-c3ccc(NC(=O)CCCN4CCCC4)cc3)nc(-c3ccc(NC(=O)CCCN4CCCC4)cc3)c2)cc1
  A = 84	B = 32	C = 51	D = 86	E = 96	F = 74	G = 62	H = 82	I = 93
> COc1ccc(C(=O)/C=C/c2ccccc2)cc1S(N)(=O)=O
  A = 82	B = 54	C = 81	D = 75	E = 79	F = 85	G = 76	H = 83	I = 80
> CC(C)C(NC(=O)c1ccccc1)C(=O)Nc1nc(-c2cccnc2)cs1 (stereo not given)
  A = 83	B = 99	C = 131	D = 106	E = 83	F = 124	G = 83	H = 76	I = 80
> O=C(O)c1ccc(O)c([N+](=O)[O-])c1
  A = 99	B = 106	C = 111	D = 105	E = 91	F = /	G = 94	H = 101	I = 92
> COc1ccc(-c2cc(-c3ccccc3)[nH]c(=O)c2N(C)C)cc1
  A = 99	B = 105	C = 99	D = 95	E = 105	F = 100	G = 90	H = 89	I = 117
> Cc1ccc(/C=C/C(=O)c2ccc(O)c(CN3CCN(c4cc5c(cc4F)c(=O)c(C(=O)O)cn5C4CC4)CC3)c2)cc1
  A = 61	B = 73	C = 60	D = 37	E = 68	F = 64	G = 58	H = 69	I = 55
> CN(C)C(=O)c1cccc(NC(=O)NCc2cccc(N3C(N)=NC(N)=NC3(C)C)c2)c1
  A = 104	B = 69	C = 110	D = 102	E = 116	F = 100	G = 102	H = 103	I = 90
> CSc1nc2c([nH]1)c(=S)n(C)c(=O)n2C
  A = 102	B = 99	C = 106	D = 110	E = 105	F = 107	G = 96	H = 107	I = 96
> COc1ccc(/C=C2\C=C(c3ccc(F)cc3)N(Cc3ccccc3Cl)C2=O)cc1
  A = 62	B = 71	C = 73	D = 88	E = 59	F = 61	G = 71	H = 61	I = 53
> COc1cccc(CNc2cccc3cn[nH]c23)c1O
  A = 86	B = 111	C = 113	D = 99	E = 105	F = /	G = 86	H = 88	I = 95
> COc1ccc2c(c1)sc1nc3nc4sc5cc(Cl)c(Cl)cc5n4c(=N)c3c(=N)n12
  A = 111	B = 97	C = 20	D = 105	E = 108	F = 105	G = 68	H = 106	I = 105
> CC(=O)NC(CO)C(O)c1ccc([N+](=O)[O-])cc1 (stereo not given)
  A = 94	B = 117	C = 114	D = 106	E = 102	F = 108	G = 97	H = 103	I = 101
